Screens from PubChem.
FBW7 act = human FBW7 E3 ligase activation, primary screen; Q969H0; AlphaScreen FBW7–phospho-cyclin E peptide binding, activator screen; normalized activity (activation), % at 26.1 µM; 0.13% of 650,000 active; AID 1259310; in the data active = normalized activity above about 1.9%;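 note: purified mutant Fbw7 with reduced substrate affinity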
Target sequence (Q969H0 whole entry, looked up): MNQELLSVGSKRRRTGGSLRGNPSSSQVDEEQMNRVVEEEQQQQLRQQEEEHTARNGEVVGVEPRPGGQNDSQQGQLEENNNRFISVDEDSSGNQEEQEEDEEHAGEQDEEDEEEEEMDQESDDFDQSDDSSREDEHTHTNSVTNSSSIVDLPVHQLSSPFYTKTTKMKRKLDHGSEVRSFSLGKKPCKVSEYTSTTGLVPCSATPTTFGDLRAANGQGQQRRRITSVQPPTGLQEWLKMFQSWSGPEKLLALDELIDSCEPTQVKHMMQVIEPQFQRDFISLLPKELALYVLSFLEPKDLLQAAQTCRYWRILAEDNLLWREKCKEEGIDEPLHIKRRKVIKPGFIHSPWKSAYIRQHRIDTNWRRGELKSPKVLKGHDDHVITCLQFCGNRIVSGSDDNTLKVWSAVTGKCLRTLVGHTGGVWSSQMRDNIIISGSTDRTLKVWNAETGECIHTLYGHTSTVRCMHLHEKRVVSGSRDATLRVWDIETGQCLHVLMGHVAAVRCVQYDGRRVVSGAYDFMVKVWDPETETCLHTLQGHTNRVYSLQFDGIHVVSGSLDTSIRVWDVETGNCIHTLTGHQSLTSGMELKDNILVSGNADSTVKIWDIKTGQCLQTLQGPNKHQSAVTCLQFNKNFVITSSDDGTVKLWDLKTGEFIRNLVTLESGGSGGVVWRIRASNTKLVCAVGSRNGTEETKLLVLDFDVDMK
MITF primary = human MITF inhibition, primary screen | O75030 | AlphaScreen MITF homodimerization, bead proximity signal | inhibition, % at 2.6 µM | 0.91% of 650,000 active | AID 1259374; in the data active = inhibition above about 50%;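 note: 0% = vehicle wells with protein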
TEAD-YAP block = TEAD-YAP interaction inhibition; HEK-TIYL cells, TEAD-Gal4/YAP UAS-luciferase luminescence; 1.4% of 640,000 active; inhibition, % at 9.12 µM; in the data active = inhibition above about 32%;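 note: 0% = median of test compound wells and 100% = reference inhibitor wells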
GPR151 ag = activates the human receptor GPR151. PathHunter beta-arrestin GPR151 cells, luminescence. 1% of 650,000 active. activation, % at 11.2 µM. Q8TDV0; in the data active = activation above about 4.9%;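 note: 0% = median of compound wells and 100% = cells with positive control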
The depositor's hits bear a star; nt = not tested or not shown. Rows were taken by chance; 3.5% or so of the library scored in one or more.

SMILES	FBW7 act	MITF primary	TEAD-YAP block	GPR151 ag
CC1=C(C)CC(C(=O)NC(C)CCc2ccccc2)C(C(=O)O)C1 (centres undefined)	0.1	4	8	0.8
Cc1cc(C=O)c(C)n1-c1ccc2ccccc2c1	0.1	13	-1	0.3
CCOc1ccc(S(=O)(=O)Nc2cc(C(=O)OC)cc(C(=O)OC)c2)c2cccnc12	0.0	4	6	2.1
Cc1ccc2c(c1)C1C=CCC1C(c1ccc(N)cc1)N2 (centres undefined)	0.0	14	5	-0.2
COc1ccc(N=C2NC(=O)/C(=C\c3ccc(OCc4cccc5ccccc45)cc3)S2)cc1	0.0	-5	-6	0.4
O=Cc1cn(CCC(=O)O)nc1-c1cc2ccccc2o1	-0.1	12	9	-1.7
C/C(=N\NC(=O)c1ccccc1Cl)c1cccs1	0.2	4	-4	-1.2
N#CC1=C2SCC(O)(c3ccc(F)cc3)N2C(=O)CC1c1ccc(F)cc1 (centres undefined)	-0.1	-5	-10	-0.5
COc1ccc(OC)c(Cc2nnc(CCC(=O)NCc3ccc(C)s3)o2)c1	0.1	11	5	2.3
Cc1ccc(-n2nnnc2CNC(=O)NCc2ccccc2)cc1C	0.2	-1	11	-0.3
COC(=O)c1c(OCc2ccccn2)cc(=O)n2c1CCN(Cc1ccoc1)CC2	-0.2	0	-18	0.8
O=C(NC1CCCCC1)c1cc(-c2ccccc2)on1	0.4	1	-47	-0.2
CCC(CC)C(=O)NNC(=O)c1ccccc1C	1.1	15	6	-0.5
Cc1cccc2cc(CN(Cc3ccc(F)cc3)C(=O)C3CCC3)c3nnnn3c12	0.1	-17	-9	0.0
CC(C)(C)NCC(O)COc1ccccc1C1CCCC1 (centres undefined)	0.3	17	nt	-0.5
Cc1ccc(C(=O)CSc2[nH]c(=O)ncc2C)cc1	-0.3	6	-26	-11
COc1cccc(NC(=O)CSc2nncc(=O)n2N)c1	-0.5	-5	0	0.5
NC(=O)C1CCN(CC(O)COCc2ccccc2Cl)CC1 (centres undefined)	0.1	3	1	0.5
COc1cccc(NC(=O)C2CCCN2C(=O)Nc2cccc(C(C)=O)c2)c1 (centres undefined)	0.0	3	6	-0.7
O=C1OC(c2cc(Cl)ccc2Cl)=N/C1=C/c1cccc(OC(=O)c2ccccc2)c1	-0.1	6	5	1.0
Cc1cccc(NC(=O)/C(=C\c2ccco2)NC(=O)c2ccccc2Cl)c1	-0.1	-4	1	-0.2
COC(=O)CSc1nnc(-c2ccco2)n1-c1ccc(OC)cc1	-0.1	-14	7	0.5
Cc1[nH]c2ccccc2c1CCNC(=O)/C(=C/c1ccco1)NC(=O)c1ccccc1	-0.3	-2	-10	-1.9
Cc1nc2ccc(Br)cn2c(=O)c1CCC(=O)O	0.8	10	-5	-0.8
CC(=O)Nc1ccc(NC(=O)c2scc3c2CCCC3)cc1	-0.1	2	-55	-0.6
CCOc1cc(CNc2ccc(S(N)(=O)=O)cc2)ccc1OCC(=O)NC(C)(C)C	-0.2	-4	2	1.6
CCC(Sc1nnc(N)s1)C(=O)Nc1ccc(S(N)(=O)=O)cc1 (centres undefined)	0.0	-5	5	-0.4
O=C(NCCc1ccsc1)c1ccc(Cl)s1	-0.1	-16	-44	-2.3
Cc1cc(Oc2coc3cc(OCC(=O)OC(C)C)ccc3c2=O)cc(C)c1Cl	0.1	-11	3	-0.7
O=C(O)CCCCn1c(=S)[nH]c2ccsc2c1=O	0.1	-4	1	-0.8
C=CCn1c(N2CCC(C(=O)NCC(=O)OCC)CC2)nc2ccccc21	0.1	-11	-2	-0.5
Cn1c(=O)nc2n(-c3ccc([N+](=O)[O-])cc3)c3ccccc3cc-2c1=O	0.0	-1	1	2.0
Cc1cccc(NC(=O)Cn2nc(C(F)(F)F)c(Cl)c2C)c1Cl	-0.1	6	7	0.7
CC(CC(=O)Nc1ncc([N+](=O)[O-])s1)c1ccccc1 (centres undefined)	-0.1	2	-12	0.4
Cc1ccc(-c2cc(C(=O)N/N=C/c3ccc([N+](=O)[O-])cc3)[nH]n2)cc1	0.0	13	12	-0.2
Cc1cc(C)c(/C=C/c2cc(C(F)(F)F)[nH]c(=O)n2)cc1C	0.2	19	-9	-0.6
C=CCNC(=O)c1cc2c(=O)n3cc(C)ccc3nc2n(C(C)CC)c1=N (centres undefined)	0.1	-2	2	1.8
COc1ccc(C2=NN3C(C2)c2cc(Br)ccc2OC3c2ccc(C(C)(C)C)cc2)cc1 (centres undefined)	0.2	15	-15	-0.2
O=C(Nc1ccc2oc(-c3cccnc3)nc2c1)c1ccc(-c2ccc(OC(F)(F)F)cc2)o1	0.3	-2	-10	1.2
COc1ccc(NC(=O)C(C)(C)N(C)C(=O)Cn2nnnc2N)cc1	-0.1	-12	-5	1.2
Cc1ccc(S(=O)(=O)N(C)Cc2ccc(-c3nnc4n3CCC4)cc2)cc1	-0.4	1	-1	0.3
CCN(CC)c1ccc(C2c3c([nH][nH]c3=O)CC(C)(O)C2C(=O)OC)cc1 (centres undefined)	-0.3	14	0	-0.6
CCOC(=O)c1nn(-c2ccc(Cl)cc2)c(=O)c2c(NC(=O)c3ccco3)scc12	-0.1	3	2	2.1
CN(C)CCNC(=O)c1ccc2c(Cl)c3c(nc2c1)CCC3	0.8	7	21	-0.4
CC(=O)Nc1cc(OC(F)F)ccc1[N+](=O)[O-]	-0.1	0	4	2.5

One compound at a time, as listed above:
Entry for COc1ccc(C2=NN3C(C2)c2cc(Br)ccc2OC3c2ccc(C(C)(C)C)cc2)cc1 (centres undefined) : FBW7 act: 0.2; MITF primary: 15; TEAD-YAP block: -15; GPR151 ag: -0.2
Entry for COC(=O)c1c(OCc2ccccn2)cc(=O)n2c1CCN(Cc1ccoc1)CC2 : FBW7 act: -0.2; MITF primary: 0; TEAD-YAP block: -18; GPR151 ag: 0.8
Entry for CC(=O)Nc1cc(OC(F)F)ccc1[N+](=O)[O-] : FBW7 act: -0.1; MITF primary: 0; TEAD-YAP block: 4; GPR151 ag: 2.5

(next part)
SMILES	FBW7 act	MITF primary	TEAD-YAP block	GPR151 ag
O=C(CSc1ccc([N+](=O)[O-])cn1)Nc1cccc(I)c1	-0.1	-1	-7	0.7
CC1CN(S(=O)(=O)c2cccc(C(=O)OCC(N)=O)c2)CC(C)O1 (centres undefined)	0.1	-9	-6	2.1
CN(C)c1ccc(/C=C2\C(=O)N(c3ccc([N+](=O)[O-])cc3)N=C2N2CCOCC2)cc1	0.2	-1	-5	-2.6
Cc1ccc(-c2nc3scc(CCNC(=O)C(=O)Nc4cccc(C)c4)n3n2)cc1	0.0	4	1	3.2
CCCCS(=O)CSc1nc(-c2ccc(OC)cc2)cc(-c2ccccc2)c1C#N (centres undefined)	0.0	12	1	1.1
COc1ccc(NS(=O)(=O)c2ccc(NC(=S)NC(=O)/C=C/c3ccc(OC)c(OC)c3)cc2)nn1	-0.2	-9	2	2.8
CC1(C)Cc2ccccc2/C(=C(/C#N)c2ccccc2)N1	0.2	23	7	-0.3
Cc1ccc(OCC(=O)Nc2ccccc2C(C)C)c(Br)c1	0.0	4	-35	-0.2
COC(=O)c1ccc(NC(=O)C2CC3c4ccccc4C2c2ccccc23)cc1 (centres undefined)	0.0	12	7	-1.1
COc1cc2c(cc1OC)C(COc1ccccc1OC)N(C(=O)c1c(F)cccc1F)CC2 (centres undefined)	0.2	3	12	-0.4
Cc1nn2c(-c3cccc(NC(=O)COc4ccccc4)c3)nnc2c2ccccc12	0.1	19	9	0.0
COCCCn1c(=N)c(C(=O)OC)cc2c(=O)n3cccc(C)c3nc21	-0.1	18	-8	0.2
Cc1ccc(C)c(C(=O)N2CCC(n3nccc3NC(=O)C3CC3)CC2)c1	-0.1	-4	-4	-2.1
CC1(C)CC(=O)C2=C(C1)Nc1ccccc1N(C(=O)C1CC1)C2c1ccc(F)cc1 (centres undefined)	1.0	16	-1	0.7
COCCNC(=O)c1cnn2c(C)c(Cc3cccc(Br)c3)c(C)nc12	-0.1	13	-4	-0.6
O=C(Nc1ccccc1C(=O)N1CCCCC1)c1cccc(S(=O)(=O)N2CCCC2)c1	0.6	13	7	-0.9
O=C(CN1C(=O)C(c2ccccc2)=NC12CCCC2)Nc1ccc(F)c(F)c1	0.1	-6	19	0.4
CC1CCCC(C)N1C(=O)Cn1c(SCC(=O)N(C)C)nc2ccccc21 (centres undefined)	0.1	-27	10	-0.1
N#C/C(=C\c1cc(Br)c(O)c(Br)c1)C(N)=O	-0.3	11	4	1.1
Cc1nc2sc(C(=O)N3CCN(c4ccccc4F)CC3)c(C)c2c(=O)[nH]1	0.2	13	-2	-0.3
Cc1ccc(C(c2nnnn2C2CCCCC2)N2CCN3CCCC3C2)cc1 (centres undefined)	-0.1	-3	-2	-1.0
Cc1ccn2cc(CCNS(=O)(=O)c3ccc4c(c3)OCCO4)nc2c1	-0.1	14	4	3.4
COc1ccc2nc(N3CCC(C(=O)N4CCOCC4)CC3)sc2c1	0.0	4	-32	-0.6
O=C1CCCc2c1[nH]c1ccccc21	0.0	8	-4	2.7
O=C(Nc1ccc([N+](=O)[O-])cc1)c1cccc(F)c1	-0.1	4	-22	0.1
Clc1ccccc1-c1nnc2sc(-c3cccs3)nn12	-0.1	10	9	0.2
O=[N+]([O-])c1ccc(-c2nc(Nc3ccc(Cl)c(Cl)c3)c3ccccc3n2)cc1	-0.1	1	8	3.0
Cn1c(=O)[nH]c(=O)c2c1nc(N1CCOCC1)n2Cc1ccccc1Cl	-0.1	1	-14	-1.5
COC(=O)c1c(C)oc2ccc(N(C(=O)c3ccncc3)S(=O)(=O)c3cccc([N+](=O)[O-])c3)cc12	0.3	3	3	1.7
CCOc1ccccc1/C=N/N=C1\NC(=O)C(CC(=O)Nc2ccccc2)S1 (centres undefined)	0.5	17	2	-0.9
COc1ccc(C2=NN(C(=O)CSc3nnc(CNC(=O)c4cccc([N+](=O)[O-])c4C)n3C)C(c3ccc(C)cc3)C2)cc1 (centres undefined)	0.4	19	11	0.8
Cc1ccccc1OC(C)C(=O)O/N=C(\N)c1cccc([N+](=O)[O-])c1 (centres undefined)	-0.1	4	-1	0.5
COCCNC(=O)CCc1nnc2n(CCc3ccccc3)c(=O)c3ccccc3n12	-0.1	-1	-4	-1.0
CC(C)NC(=O)[C@@H]1C[C@H](NC(C)C)CN1Cc1cccc(Cl)c1	0.3	9	1	-1.6
CC(=O)CC1(OC(C)=O)C(=O)N(C)c2ccccc21 (centres undefined)	0.0	6	16	0.2
NC(=O)c1ccc(NC(=O)CCCc2ccccc2)cc1	0.7	23	-47	-1.0
Cc1ccc(-n2cc(-c3ccccc3)nc2SCC(=O)Nc2ccccc2C)cc1	0.7	11	-24	0.8
CCCn1c(C)cn2c3c(=O)n(C)c(=O)n(C)c3nc12	0.5	-9	3	-1.2
CCOc1cccc(OCCOCCNCCN)c1	-0.1	26	5	-0.6
Brc1ccc(Oc2ccccc2)cc1Oc1ccccc1	-0.1	-3	4	0.3
Cc1ncsc1C(=O)NCc1ccc(N2CCCC2=O)cc1	-0.1	8	-6	0.6
CCOC(=O)CSc1nnc2n(Cc3ccccc3)c(=O)c3c4c(sc3n12)CC(C(C)(C)C)CC4 (centres undefined)	0.4	-1	1	-0.3
COc1ccc(OC)c(C(O)c2coc3ccc(O)c(CN(C)C)c23)c1 (centres undefined)	-0.1	-16	7	0.0
Cc1ccccc1OCC(=O)Nc1ccc2c(c1)OCC(C)(C)C(=O)N2	-0.1	4	-3	-0.9
O=C(c1cc2sccc2[nH]1)n1cccn1	-0.2	-5	-26	3.8

The last five records of the part before come first, to join the parts.
SMILES	FBW7 act	MITF primary	TEAD-YAP block	GPR151 ag
Cc1ncsc1C(=O)NCc1ccc(N2CCCC2=O)cc1	-0.1	8	-6	0.6
CCOC(=O)CSc1nnc2n(Cc3ccccc3)c(=O)c3c4c(sc3n12)CC(C(C)(C)C)CC4 (centres undefined)	0.4	-1	1	-0.3
COc1ccc(OC)c(C(O)c2coc3ccc(O)c(CN(C)C)c23)c1 (centres undefined)	-0.1	-16	7	0.0
Cc1ccccc1OCC(=O)Nc1ccc2c(c1)OCC(C)(C)C(=O)N2	-0.1	4	-3	-0.9
O=C(c1cc2sccc2[nH]1)n1cccn1	-0.2	-5	-26	3.8
Cc1cc(C)c2c(-n3cccc3)c(C(=O)N3CCN(C)CC3)sc2n1	0.3	9	2	0.8
c1ccc(OCCNc2ncnc3nc(N4CCN(Cc5ccc6c(c5)OCO6)CC4)[nH]c23)cc1	0.0	24	-2	-0.7
Cc1cccc(NC(=O)CSC2=NN3CCCC(=O)N=C3S2)c1C	-0.1	2	18	0.0
O=C(/C=C/c1ccco1)Nc1cc(Cl)ccc1C(=O)O	0.0	7	-7	-0.6
Cc1cccc(-n2nc3c(c2NC(=O)c2ccccc2C(F)(F)F)CS(=O)(=O)C3)c1C	0.7	21	7	0.0
Cc1sc2ncc(C(=O)N3CC(C)OC(C)C3)c(=O)n2c1C (centres undefined)	0.3	-1	-6	0.4
CCOc1cccc(C(Nc2cccc(C)n2)c2ccc3ccc(C)nc3c2O)c1OC (centres undefined)	-0.1	-1	-10	-0.2
COc1ccc(C(=O)O/N=C(\c2ccncc2)c2ccc([N+](=O)[O-])cc2)cc1	-0.1	8	10	0.8
COc1cccc(-c2nc3ccccc3c(=O)n2NC(=O)COc2ccc(Cl)cc2Cl)c1	-0.2	2	1	-1.6
